Compound activity: PubChem, National Center for Advancing Translational Sciences (NCATS)
12-hLO inh: inhibitors of human 12-lipoxygenase (ALOX12); P18054; purified 12-hLO, xylenol orange hydroperoxide absorbance; Potency, µM (series often up to 57.1 µM), for the others: at the top dose activity change, negative = inhibition, most hits filed as inhibitors; 150,000 compounds, 0.12% hits; AID 1452; also: potency is read from the fitted curve at half-maximal effect; nearly all actives have a fitted effect of over 55% in size; many of its hits are not listed in these tables
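Xylenol orange chromogenic assay: hydroperoxide from 12hLO oxidises Fe(II), giving red-shifted Fe(III)-XO absorbance. Conditions: 150 nM enzyme, 40 uM arachidonic acid, 25 mM Hepes pH 7.0, 0.01% Triton X-100, 30 min, room temperature.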
PNC inhibitor: inhibitors of perinucleolar compartment assembly | PC3M PTB-GFP, PNC prevalence imaging, 16 h; hits give low values | activity change (PNC), negative = inhibition, % at 10 µM | 140,000 compounds, 3.1% hits | AID 2417;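 active = readout at or below -70, meaning at least 70% loss of cells showing the perinucleolar compartment, a nuclear body marking cancer cells; inconclusive = readout between -30 and a set limit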;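 also: plate controls were DMSO wells for no effect and camptothecin positive control wells for full effect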
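Read-out is percentage of cells bearing a perinucleolar compartment, from automated 20x imaging of fixed, Hoechst-stained PC3M PTB-GFP cells. Cells were seeded 4 h, then exposed 16 h to compound (23 nl of library stock) in duplicate plates.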
IMPase inh: membrane-permeable compound that blocks inositol monophosphatase. P97697. CHO-M1 cells, IP1 accumulation, HTRF TR-FRET ratio. inhibition (IP1 accumulation), % at 46.1 µM. 120,000 tested, under 10 active. AID 901; active = well fitted curve in the direction sought with a large enough effect in the signal ratio, not every such curve was filed as active; inconclusive = small, poorly fitted or top-dose-only effect, or a change in a side signal; inactive = no such curve, though single readings can be large or run the other way; the % refers to the signal ratio;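 also: cells stimulated with carbachol in lithium chloride buffer; plate controls were DMSO basal wells for no effect and reference inhibitor wells for full effect; higher means more IMPase inhibition seen as more IP1 and lower FRET ratio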
Target sequence (P97697 whole entry, looked up): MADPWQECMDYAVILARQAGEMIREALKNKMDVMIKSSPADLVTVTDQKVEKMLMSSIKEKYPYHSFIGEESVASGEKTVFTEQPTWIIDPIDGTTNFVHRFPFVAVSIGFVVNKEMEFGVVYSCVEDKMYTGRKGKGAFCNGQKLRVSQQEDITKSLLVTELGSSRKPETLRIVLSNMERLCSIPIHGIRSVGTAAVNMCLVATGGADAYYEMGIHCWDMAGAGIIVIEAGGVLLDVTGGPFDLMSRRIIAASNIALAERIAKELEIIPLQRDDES
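Elevated IP1 in lysates lowers TR-FRET signal (665/620 ratio and 620 channel reported). Cells were CHO-M1, given carbachol (50 uM as added) plus 50mM LiCl, pH 7.4, 30 min, 37C; compounds titrated up to 46 uM; AC50 by Hill equation.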
ALOX15B inhib: blocks human 15-lipoxygenase 2 activity; O15296; purified 15hLO-2, xylenol orange hydroperoxide absorbance; Potency, µM (highest dose often 57.1 µM), for inactives: top-dose activity change, negative = inhibition, most hits filed as inhibitors; 110,000 compounds, 0.56% hits; also: potency is read from the fitted curve at half-maximal effect; nearly all actives have a fitted effect of over 60% in size; many of its hits are not listed in these tables
Target sequence (O15296 whole entry, looked up): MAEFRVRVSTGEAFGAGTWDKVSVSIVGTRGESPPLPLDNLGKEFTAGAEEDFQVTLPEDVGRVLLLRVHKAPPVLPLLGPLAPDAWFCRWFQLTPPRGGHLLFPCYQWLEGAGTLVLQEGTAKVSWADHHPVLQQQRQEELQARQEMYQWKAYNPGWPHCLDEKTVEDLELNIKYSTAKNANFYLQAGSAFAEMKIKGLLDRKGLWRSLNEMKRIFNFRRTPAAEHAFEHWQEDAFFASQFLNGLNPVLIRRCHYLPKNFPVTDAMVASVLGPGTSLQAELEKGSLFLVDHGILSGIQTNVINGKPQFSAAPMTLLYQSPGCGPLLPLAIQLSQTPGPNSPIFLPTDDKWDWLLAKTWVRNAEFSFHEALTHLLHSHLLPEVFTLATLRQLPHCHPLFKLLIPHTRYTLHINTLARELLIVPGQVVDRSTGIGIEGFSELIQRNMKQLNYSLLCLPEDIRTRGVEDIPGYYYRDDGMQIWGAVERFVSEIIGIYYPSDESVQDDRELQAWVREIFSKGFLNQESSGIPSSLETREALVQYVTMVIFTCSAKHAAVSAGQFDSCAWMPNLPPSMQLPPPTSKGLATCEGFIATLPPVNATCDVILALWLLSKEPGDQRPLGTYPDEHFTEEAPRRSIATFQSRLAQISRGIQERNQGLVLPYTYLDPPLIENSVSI
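Purified human 15hLO-2 (50 nM) preincubated 15 min with compound, then 45 uM arachidonic acid for 90 min at RT in 25 mM Hepes pH 7.5, 0.01% Triton X-100. Hydroperoxide detected by Fe-xylenol orange; 573/405 nm absorbance ratio.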
Active calls of the source: *; ? = inconclusive; . = not tested or not shown; [ ] = another dose, or the depositor's remark. Unless noted, calls follow the shape of the dose curve; as a rule, active = well fitted curve in the direction sought with a large enough effect; inconclusive = small, poorly fitted or top-dose-only effect, or another doubt; inactive = no such curve, though single readings can be large; an effect the other way counts as inactive or inconclusive. Unless noted, % is scaled to controls: 0 for no effect and ±100 for the full control effect. Only part of the results is shown. The share of hits here may be higher or lower than overall.

A first look, 2 compounds:
SMILES	12-hLO inh	PNC inhibitor	IMPase inh	ALOX15B inhib
O=C(OCc1ccc(Cl)cc1Cl)c1cccnc1Cl	2%	57	1	-3%
N/C(=N\OC(=O)CCC1CCCCC1)c1cccnc1	7%	98	1	-13%

The listing, repeating the preview:
SMILES	12-hLO inh	PNC inhibitor	IMPase inh	ALOX15B inhib
O=C(OCc1ccc(Cl)cc1Cl)c1cccnc1Cl	2%	57	1	-3%
N/C(=N\OC(=O)CCC1CCCCC1)c1cccnc1	7%	98	1	-13%
CC(NC(=O)Nc1nccs1)(C(F)(F)F)C(F)(F)F	-5%	15	-1	0%
C=CCOc1ccc(C2/C(=C(\O)c3ccc(F)cc3)C(=O)C(=O)N2CCCN(C)C)cc1 (stereo not given)	1%	-30	-12	3%
O=C(CCc1ccccc1)Nc1c(F)c(F)c(F)c(F)c1F	4%	?	-5	-11%
O=C(CSCC(=O)Nc1nccs1)Nc1ccccc1	6%	?	-4	-4%
CNC(=O)CN(c1cccc(Br)c1)S(C)(=O)=O	2%	?	1	11%[2.29 µM]
O=C(O)c1c2c(nc3ccc(S(=O)(=O)N4CCC(C(=O)N5CCCCC5)CC4)cc13)CCCC2	-7%	26	1	5%
CN(c1cccc(Cl)c1)S(=O)(=O)c1cccc(C(=O)Nc2nc3ccccc3[nH]2)c1	5%	?	8	.
CCOc1ccc(S(=O)(=O)NCc2ccco2)c2ccccc12	?	12	4	-11%
O=C(NCc1ccco1)C(Cc1ccccc1)N1C(=O)C2C3C=CC(C3)C2C1=O (stereo not given)	-6%	-4	7	-29%
CN1C(=O)C2(Nc3ccccc3-c3nc4ccccc4n32)c2ccccc21 (stereo not given)	-9%	-30	-4	-6%
Cc1nc(NC(=O)COC(=O)CCC(=O)c2cccs2)c(Cl)cc1Cl	-5%	4	.	.
O=C(CCN1CCN(Cc2ccccc2)CC1)Nc1cccc(Cl)c1	6%	25	9	34%[activator]
Cc1sc2c(c1C)c(=O)n(-c1ccccc1)c1nnc(C)n21	2%	50	-4	-9%
COc1ccc(OC)c(-c2cc(C(=O)Nc3cc(C)on3)no2)c1	-4%	?	4	1%
C=CCNC(N)=S	-3%	.	.	-5%
Oc1c(Cl)cc(Cl)c2cccnc12	?	.	.	?
COc1ccc(N2C(=O)CC(Sc3ncn[nH]3)C2=O)c(OC)c1 (stereo not given)	1%	3	6	-11%
O=c1c2ccccc2nc2ccc(N3CCOCC3)nn12	2%	21	6	-6%
CCc1nccn1S(=O)(=O)c1ccc2ccc(C)cc2c1	-3%	41	1	-3%
COc1ccc(C2CC(c3cccs3)=NN2c2ccc(C=O)cc2)cc1 (stereo not given)	-18%	22	.	.
Cc1cccc(NC(=O)NCc2ccccn2)c1	1%	-11	?	.
C/C(=N\Nc1nc2ccccc2[nH]1)c1ccc(Cl)s1	-5%	-11	1	.
CCCCN=C(C)C1=C(O)CSC1=O	3%	-27	5	3%
Nc1nc(SCC(=O)Nc2cccc(Oc3ccccc3)c2)n[nH]1	-1%	-17	.	.
O=C(O)C1C2CCCCC2=C2CCCCC2C1C(=O)O (stereo not given)	-14%	?	1	6%
C/C(=N\NC(=O)C(=O)Nc1cc(Cl)ccc1Cl)c1ccncc1	-2%	-16	.	.
Cc1c(C2=CCN(S(=O)(=O)c3ccc(Br)cc3)CC2)c2ccccc2n1C	2%	30	.	.
Cc1ccc(SC(C)C(=O)NCc2cccnc2)cc1 (stereo not given)	5%	52	3	0%
Cc1cc(C)cc(N(CC(=O)NCc2ccc3c(c2)OCO3)C(=O)CCC(=O)Nc2ccccn2)c1	-6%	15	-2	-1%
Cc1cc(C)c(S(=O)(=O)N2CCCOC2CNC(=O)C(=O)NCCCn2ccnc2)c(C)c1 (stereo not given)	-3%	?	.	.
Cc1ccc(Nc2nc(Oc3ccc(=O)[nH]n3)nc(N(C)C)n2)cc1	-5%	31	-2	0%
Nc1ccc(N)c(Cl)c1	-11%	.	.	-16%
Cc1cccc(NCC(=O)N/N=C\c2cccc(Oc3ccccc3)c2)c1	-1%	28	.	.
Cc1ccc(CN2CCNC(=O)C2CC(=O)O)o1 (stereo not given)	-2%	-13	0	1%
O=C(NCc1cccc(Cl)c1)c1cnn2c1NC(c1ccco1)CC2C(F)(F)F (stereo not given)	-17%	-21	-7	6%
O=C(CSCCc1ccccn1)Nc1ccccn1	3%	-22	6	-11%
O=C(Nc1ccc(S(=O)(=O)N2CCCCC2)cc1)c1ccc(CN2CCOCC2)cc1	2%	173	9	.
Cc1cc(C)c2c(C)nn(C3CCCCC3)c2n1	0%	?	0	6%
CC1=C(C)CC2C(=O)N(c3cccc4ccccc34)C(=O)C2C1 (stereo not given)	-8%	-6	-1	-26%
O=C(c1ccco1)N1C(=O)c2cccc3c(S(=O)(=O)N4CCCC4)ccc1c23	0%	?	8	-5%
O=C(Nc1nc2c(s1)CCc1ccccc1-2)c1cccs1	-17%	-19	2	-12%
CN(C)CCCOC(=O)c1ccc(Cl)cc1Cl	-1%	11	6	15%
Cn1c(=O)c2c(nc(Br)n2Cc2ccccc2Cl)n(C)c1=O	-2%	-18	0	-2%
COc1ccc(S(=O)(=O)NC2CCCCC2)c(C)c1C	-1%	22	-8	1%[2.29 µM]
COc1cccc(NC(=S)NCc2ccccn2)c1	-4%	22	.	.
COc1ccc(N2C(C)=CS/C2=C(/C#N)c2nnc(N3CCOCC3)n2-c2ccccc2)cc1	3%	7	3	4%
O=C(NCCc1c[nH]c2ccccc12)c1c(Cl)nc2sccn12	-4%	?	0	-6%
Cc1noc(NS(=O)(=O)c2cccc3c(N(C)C)cccc23)c1C	-1%	.	-5	14%
COc1ccc(C(=O)CSc2nc(N)nc(SC)c2C#N)cc1	0%	14	-8	-18%
c1cncc(CNc2c3c(nc4nnnn24)CCCC3)c1	-1%	?	3	0%
CCOC(=O)c1nnn(-c2nonc2N)c1CSc1ccc(C)cc1	-20%	3	10	-6%
CCN(CC)C(=O)C1CCCN(C(=S)Nc2cccc3ccccc23)C1 (stereo not given)	-5%	22	.	.
Cc1nc2ccccc2c(=O)n1/N=C/c1ccccn1	-2%	6	2	3%
Cn1ncc(Cl)c1C(=O)Nc1nc2ccc(Cl)cc2s1	-2%	-18	.	.
CCOC(=O)C1C(=O)CC(O)(c2ccccc2)CC1c1ccccc1 (stereo not given)	-1%	18	-7	-11%
COc1ccc(C2=C(C=C(C#N)C#N)C(c3ccccc3C)c3ccccc3O2)cc1OC (stereo not given)	-9%	38	.	.
CCC(C)C(NC(=O)OCc1ccccc1)C(=O)OCN1C(=O)c2ccccc2C1=O (stereo not given)	1%	26	3	-13%
CCC[C@@H](NS(=O)(=O)c1ccc(C)cc1)C(=O)Oc1ccc2c3c(c(=O)oc2c1)CCC3	2%	-10	-6	.

The listing continues:
SMILES	12-hLO inh	PNC inhibitor	IMPase inh	ALOX15B inhib
COc1ccccc1CN1CCCC2(CCN(C(=O)c3c(C)noc3C)CC2)C1	1%	.	.	6%
COCC(=O)N1CCC2(CC1)CN(C(c1ccccc1)c1ccccc1)C2	1%	.	.	6%
CC(=O)NC(CC(=O)O)C(=O)O (stereo not given)	1%	.	.	-5%
O=C(CCCn1c(=O)[nH]c2ccsc2c1=O)NCc1cccs1	0%	-13	2	4%
CC(=O)N(CC(=O)O)c1ccccc1	-1%	66	.	.
Cc1ccc(S(=O)(=O)N2CCN(C(=O)COC(=O)c3cc(C)oc3C)CC2)cc1	-8%	?	-12	11%
O=C(NC(=S)Nc1ccc(N2CCCCC2)cc1)c1ccc2c(c1)OCCO2	1%	19	.	.
COc1ccc2c(c1[N+](=O)[O-])CCC/C2=N/OC(=O)c1ccccc1SC	0%	-4	1	-12%
COc1ccc(NC(=O)N2CCCC3(CCN(C(C)=O)CC3)C2)cc1	-3%	.	.	9%
Cc1ccccc1C(=O)NNC(=O)c1cc(N)cc([N+](=O)[O-])c1	0%	-25	.	.
Cc1cc(Nc2nnnn2-c2ccccc2)n(-c2ccc(Cl)cc2)n1	?	?	0	-10%
Cc1cccc(-c2nnn3c2nc(NCCc2ccc(S(N)(=O)=O)cc2)c2ccccc23)c1	-2%	?	.	.
CCOC(=O)c1c(NC(=O)CN(C)C)sc(C(=O)N(CC)CC)c1C	-1%	-22	9	-3%
CNc1ccnc(-c2c(C)noc2C)n1	-3%	.	.	1%
Cc1ccc(C)c(/C(O)=C2\C(=O)C(=O)N(CCCn3ccnc3)C2c2cccnc2)c1 (stereo not given)	-1%	11	5	.
COc1ccccc1NC(=O)N1CCN(c2cc(-c3ccccc3)nc3ncnn23)CC1	-4%	9	-1	5%
COc1ccc(CNC(=O)c2cc3c(C)nc4ccccc4c3o2)c(OC)c1	-4%	-18	8	1%
COc1ccc(NC(=O)Cc2coc3cc(C)c(C(C)C)cc23)cc1S(=O)(=O)N1CCOCC1	-3%	?	3	.
COC(=O)N/N=C/c1ccc(-c2cccc(Cl)c2)o1	-3%	9	.	.
Cc1c(C(=O)NC(C)CCc2ccccc2)cccc1[N+](=O)[O-] (stereo not given)	-3%	?	8	-4%
COC(=O)N1CCC[C@@]2(CCN(C(=O)Nc3cccc(F)c3)C2)C1	3%	.	.	7%
O=C1CC(c2ccco2)CC(O)=C1C=NCCO (stereo not given)	-1%	9	3	0%
O=[N+]([O-])c1cccc(Cl)c1	-3%	.	.	-17%
CCN1C(=O)/C(=C\N2CCN(c3ccccc3)CC2)SC1=S	-17%	?	11	-26%
Cc1ccc(C)c(NS(=O)(=O)c2cc(C(=O)NCc3ccco3)ccc2C)c1	-1%	?	1	-2%
Cc1ccc(C(=O)NCCCn2ccnc2)cn1	5%	44	1	5%
COc1ccc(CNc2cc(-c3ccccc3CN(C)C)ncn2)c(OC)c1	9%	.	.	21%
COc1ccc(S(=O)(=O)N2CCN(CC(=O)Nc3ccc(F)c(F)c3)CC2)cc1	-3%	-7	0	-5%
CCCCCSc1nc(C)c(CC(=O)O)c(=O)[nH]1	1%	-11	-1	.
Cc1ccccc1NC(=S)NNC(=O)c1csc2c1CCC(C)C2 (stereo not given)	?	?	5	-12%
CCc1ccc(N2C(=O)C3NN=C(C(=O)OCc4ccccc4)C3C2=O)cc1 (stereo not given)	0%	27	.	.
Fc1ccc(/C=N/c2c(-c3ccc(F)cc3)nc3n2CCS3)cc1	-22%	-9	7	?
COc1cc(Cl)c(C)cc1NC(=O)COc1ccccc1[N+](=O)[O-]	7%	-19	2	-8%
COC(=O)NNC(=O)c1ccc(Cl)cc1Cl	3%	19	.	.
COc1ccc(CC(=O)Nc2cccc(C)n2)cc1OC	-1%	-81*	.	.
CCCNc1nc2c(c(=O)n(C)c(=O)n2C)n1CCC(C)C	-3%	-2	5	7%
COc1ccccc1-c1c(C(F)(F)F)oc2cc(OCC(=O)Nc3cc(C)ccc3C)ccc2c1=O	1%	?	-7	.
CC(=O)N1CCC(O)(c2cccc(C(F)(F)F)c2)CC1	0%	?	7	0%
O=C(Nc1cccc2ccccc12)N1CCOCC1	9%	1	-6	-5%
CCN1CCCC1CNCc1cccc(OC)c1OCc1ccccc1F (stereo not given)	-8%	-28	4	31%[activator]
CCNc1nc(Oc2ccc(C(=O)OCC)cc2)nc(SC)n1	-4%	?	6	-2%
O=S(=O)(/C=C/c1ccccc1)NCc1ccccc1Cl	-3%	18	.	.
